APP 5UTR inh: inhibitors of APP translation via 5'UTR reporter, primary screen, APP 5'UTR luciferase, SH-SY5Y cells; inhibition, % at 2 µM; SH-SY5Y APP 5'UTR-luciferase reporter, luminescence; 190,000 compounds, 0.82% hits;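 active means inhibition above a set limit, derived from the sample mean plus 3 SD, cut at about 45% in these data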; further: values of inactives mirror those of a sister screen read the other way
NF-kB neuron act: activators of NF-kB expression in neurons, primary screen, cell-based, HTS; human neuronal cells, NF-kB reporter expression; hits give high values; fold change at 12.5 µM; 190,000 compounds, 1.6% hits; AID 1239, 2008; in the data active means fold change above about 3.3
Diaph inh CS: diaphorase inhibitors and chemical oxidizers, primary screen, counter-screen for diaphorase-coupled primary assays, biochemical, uHTS, resorufin fluorescence; 190,000 compounds, 0.69% hits; inhibition, % at 20 µM; diaphorase resazurin-to-resorufin fluorescence, NADH, 16 min; bacterial (C. kluyveri) enzyme, not human;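 active means primary screen inhibition at 20 µM above a set limit, cut at about 50% in these data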;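 further: plate controls were DMSO with full reaction for no effect and wells lacking NADH for full effect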
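Benchmarks: positive control wells lacking NADH, neutral wells with DMSO only. System: bacterial diaphorase enzyme (C. kluyveri). Input: 0.14 U/mL diaphorase, enzyme working solution. Detection: resorufin fluorescence, excitation 544 nm, emission 590 nm. Times: 16-min room-temperature incubation before reading.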
Diaphorase act: compounds boosting diaphorase resazurin reduction – biochemical, uHTS, resorufin fluorescence, counter-screen for diaphorase-coupled primary assays, primary screen; Diaphorase/resazurin coupled assay, 16 min; hits give high values; 1 = vehicle wells, 0 = NADH-free wells; activation factor at 20 µM; 190,000 compounds, 0.005% hits;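 active means diaphorase activity raised at least twofold by the compound at 20 µM; inactive means activation factor below 2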
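test system = bacterial diaphorase enzyme (C. kluyveri) | quantity = enzyme 0.07 U/mL final | reagent = NADH substrate 0.114 mM plus resazurin dye 0.1 mM, final | incubation = 16 min enzyme reaction, ambient temperature | buffer or medium = HEPES pH 7.4 buffer with MgCl2 and Tween 20 | signal = fluorescence of resorufin, 544 nm excitation, 590 nm emission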
APP 5'UTR act: activators of APP 5'UTR luciferase reporter, primary screen, SH-SY5Y cells; SH-SY5Y APP 5'UTR luciferase reporter, luminescence; zero percent = DMSO vehicle wells; activation, % at 2 µM; 190,000 compounds, 1% hits;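 active means activation above a set limit, based on mean plus 3 SD of controls, cut at about 140% in these data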; further: values of inactives mirror those of a sister screen read the other way
STAT1 activator: STAT1 signaling activators, primary screen, cell-based, HTS, luciferase reporter; 200,000 compounds, 2.6% hits; activation (% of control), % at 5.5 µM; NIH 3T3 STAT1-luciferase reporter, IFN-gamma, luminescence; 100% = IFN-gamma alone, no compound;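 active means activation above the screen-wide mean activation plus 3 SD, cut at about 130% in these data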;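 further: raw ratio to IFN-gamma control signal so 100% means no change and 0% no light; values of inactives mirror those of a sister screen read the other way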
TLR4-MyD88 BLA: inhibitors of TLR4-MyD88 association in cells, primary screen, cell-based, HeLa CL3-4, BLA complementation, FRET ratio | Toll-like receptor 4 (Homo sapiens) + Myeloid differentiation primary response protein … | HeLa CL3-4 TLR4/MyD88 BLA complementation | inhibition, % at 8.4 µM | 200,000 compounds, 0.18% hits | AID 861, 2007; in the data active means inhibition above about 25%;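 further: 0% = vehicle and 100% = reference inhibitor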
FLuc act counter: FLuc activators, initial screening, artefact control for FLuc-dependent activation tests, biochemical, ATPlite luminescence; Luciferin 4-monooxygenase (Photinus pyralis), P08659; ATPlite luciferase biochemical, 10 min; 0 = ATP-free wells, 1 = DMSO control; activation factor at 10 µM; 200,000 tested, under 10 active; AID 1027, 2008;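 active means luciferase activation factor, scaled between plate controls, of at least 2 with compound at 10 µM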
Target sequence (P08659 whole entry, looked up): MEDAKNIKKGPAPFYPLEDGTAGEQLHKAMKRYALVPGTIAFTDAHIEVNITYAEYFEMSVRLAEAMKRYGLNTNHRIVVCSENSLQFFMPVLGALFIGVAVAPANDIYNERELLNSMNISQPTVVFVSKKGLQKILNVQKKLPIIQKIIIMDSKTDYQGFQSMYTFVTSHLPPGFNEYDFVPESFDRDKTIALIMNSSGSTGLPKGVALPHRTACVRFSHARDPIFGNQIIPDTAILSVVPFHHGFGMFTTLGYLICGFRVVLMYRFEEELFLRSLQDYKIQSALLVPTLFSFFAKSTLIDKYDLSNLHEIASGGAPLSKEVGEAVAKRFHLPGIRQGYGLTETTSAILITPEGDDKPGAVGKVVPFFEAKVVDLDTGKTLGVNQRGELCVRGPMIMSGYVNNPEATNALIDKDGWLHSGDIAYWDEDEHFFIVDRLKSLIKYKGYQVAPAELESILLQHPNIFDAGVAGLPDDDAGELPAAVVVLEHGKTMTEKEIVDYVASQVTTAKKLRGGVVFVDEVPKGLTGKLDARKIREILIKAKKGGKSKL
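Material: Luciferase/luciferin reagent mix | Doses: Test compounds dosed from 2 mM stocks in 100% DMSO | Timing: 10 min incubation after luciferase reagent addition, room temperature | Measured by: Luminescence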
G6PDH CS: L. mesenteroides G6PDH inhibitors, counter-screen for G6PDH-coupled screening assays, biochemical, Leuconostoc mesenteroides enzyme | glucose-6-phosphate dehydrogenase [Leuconostoc mesenteroides] | 200,000 compounds, 0.12% hits | inhibition, % at 5 µM | Purified L. mesenteroides G6PDH, diaphorase/resazurin coupled fluorescence, 45 min; in the data active means inhibition above about 50%
FLuc inh counter: firefly luciferase enzyme inhibitors, primary screen, artefact control for luciferase-based inhibitor screens, biochemical, luminescence, ATPLite. Luciferin 4-monooxygenase (Photinus pyralis), P08659. 10 min. inhibition, % at 10 µM. 200,000 compounds, 1.5% hits;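 active means inhibition above about 50% when tested at 10 µM, limit read from the data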
Starred values were filed as active, the others as inactive; . = no result given. Hits appear at their usual frequency. Share with any hit: about 5.6%.

SMILES	APP 5UTR inh	NF-kB neuron act	Diaph inh CS	Diaphorase act	APP 5'UTR act	STAT1 activator	TLR4-MyD88 BLA	FLuc act counter	G6PDH CS	FLuc inh counter
CC(=O)Nc1ccc(NC2=Nc3ccccc3N3C2=Nc2c(c(C)nn2-c2ccccc2)C3c2ccccc2)cc1 (stereo unspecified)	19	0.3	-1	1	-19	92	-2	1	8	-3
CCc1cc2c(=O)c(-c3nc4ccccc4n3C)coc2c(CN2CCOCC2)c1O	3	1.2	12	0.9	-3	100	-5	1	-3	-1
COc1ccc2oc(=O)c(-c3nnc(N)s3)cc2c1	-42	1.9	-2	1	42	120	4	0.9	-6	11
Cc1c(NC(=O)C2CCCNC2=O)c(=O)n(-c2ccccc2)n1C (stereo unspecified)	0	1.2	16	0.8	0	101	-8	1	19	-2
CCN1CCCC1CNC(=O)C(=O)NC(C)c1ccccc1 (stereo unspecified)	-20	0.93	13	0.9	20	110	1	1	9	-5
COc1ccc(Cn2nnnc2CN2CCOCC2)cc1	-2	1.1	9	0.9	2	109	4	1	1	-4
COc1ccc(P(=O)(COc2ccc([N+](=O)[O-])cc2)c2ccc(OC)cc2)cc1	9	1.2	11	0.9	-9	111	4	1	3	0
CC(C)(C)NC(=O)Nc1ccc(F)c(Cl)c1	5	1.1	14	0.9	-5	104	4	1	8	-3
O=C(c1ccccc1)c1ccc(OCCCN2CCCCC2)cc1	4	1	7	0.9	-4	98	-5	1.1	5	-6
CC(C)Oc1cccc(C(=O)C2CCCN(Cc3ccc(Oc4ncccn4)cc3)C2)c1 (stereo unspecified)	3	0.93	15	0.9	-3	84	3	1	10	-1
Cc1cccc(NC(=O)c2ccccn2)c1C	-33	1.6	13	0.9	33	125	-1	1	5	-2
C#CC1(O)CC(C)NCC1(C)CCC#N (stereo unspecified)	14	1.2	17	0.8	-14	102	4	1.1	0	-5
COCCNC(=O)CCCn1c(=O)c2cc(OC)c(OC)cc2n(CC(=O)c2ccccc2)c1=O	-7	0.88	3	1	7	102	-30	1	1	-2
Cc1ccc(-n2c(SCc3ccc(C#N)cc3)nnc2-c2ccccn2)cc1	-6	0.77	20	0.8	6	92	10	1.1	5	-8
Cc1cccc(-c2nc3cc(NC(=O)C4CCCO4)ccc3o2)c1 (stereo unspecified)	-138	4.7*	13	0.9	138*	130*	1	0.2	-3	83*
CCN1C(C)=C(C)S/C1=C1\SC(=S)N(C2CCCCC2)C1=O	3	0.97	.	.	-3	105	2	1	3	-4
CCN(CC)C(=O)c1sc(NC(=O)c2cccc([N+](=O)[O-])c2)c(C#N)c1C	7	0.87	6	0.9	-7	94	-4	1	16	2
CCCCOn1c(C)c(C(=O)OCC)c2c3no[n+]([O-])c3ccc21	-12	1.2	-2	1	12	104	-6	1	6	-1
O=C1CCCN1c1ccc(S(=O)(=O)NCCOc2ccccc2)cc1	3	1.3	6	0.9	-3	89	-1	1.1	-1	-9
CCn1ncc(Br)c1C(=O)Nc1cc(C)ccc1F	16	1.3	8	0.9	-16	102	2	1	-1	-3
O=C(Nc1ccc2c(c1)OCCO2)c1cc(-c2ccccn2)nc2ccc(Br)cc12	-34	0.75	-27	1.3	34	96	-8	1	16	-3
CC(=O)N1CCN(c2ccccc2NC(=O)c2ccc(C#N)cc2F)CC1	3	0.86	15	0.9	-3	102	4	1.1	12	-12
CCOc1ccccc1N1CCN(C(=O)COc2ccc3c(C)cc(=O)oc3c2)CC1	-7	1.1	16	0.8	7	78	3	1.1	1	-10
COc1ccccc1NC(=O)CN(C)S(=O)(=O)c1ccc2c(c1)CCC(=O)N2	-10	1.2	16	0.8	10	97	-6	1.1	2	-6
CC(C)Nc1oc(-c2cccc3ccccc23)nc1C#N	-45	1.6	23	0.8	45	114	-16	0.9	-4	8

(next part)
SMILES	APP 5UTR inh	NF-kB neuron act	Diaph inh CS	Diaphorase act	APP 5'UTR act	STAT1 activator	TLR4-MyD88 BLA	FLuc act counter	G6PDH CS	FLuc inh counter
CCOC(=O)c1ccccc1NC(=O)c1ccccc1N(C)S(C)(=O)=O	13	0.86	12	0.9	-13	95	1	1.1	13	-7
CN(C)CCCNS(=O)(=O)c1cc(Cl)ccc1Cl	-23	1.1	10	0.9	23	101	4	1	2	-2
Cc1c(NC(=O)Nc2cccs2)cccc1[N+](=O)[O-]	5	0.89	14	0.9	-5	75	2	1	4	0
COCC(=O)N(Cc1cc2ccccc2[nH]c1=O)c1ccc(OC)cc1	-3	1.1	22	0.8	3	100	-14	1	11	-3
O=C(Cn1c(NCCO)nc2ccccc21)c1ccc(Cl)cc1	6	1.1	-6	1.1	-7	99	-5	1	-4	2
O=C(O)COc1ccccc1Cc1ccccc1	19	1.1	8	0.9	-19	100	-10	1.1	1	-8
Cc1ccc(S(=O)(=O)N2CCCC2C(=O)Oc2ccccc2)cc1 (stereo unspecified)	-1	1.1	10	0.9	1	96	2	1	4	-5
COc1ccc(C(=O)CSc2n[nH]c(-c3ccco3)n2)cc1	-6	1.1	20	0.8	5	100	8	1	2	-1
O=C(c1cc([N+](=O)[O-])ccc1N1CCOCC1)N1CCCC1	17	1.2	3	1	-17	98	7	1.1	4	-5
CCOC(=O)c1c(-c2ccccc2)[nH]c2ccc(O)cc12	-1	1.8	7	0.9	1	99	-5	1.1	8	-5
COc1ccc(OC)c(NC(=O)C2CCN(C(=O)c3cccs3)CC2)c1	6	1.2	18	0.8	-6	97	1	1.1	10	-6
CCc1cccc(C)c1NC(=O)Nc1ccc2c(c1)OCO2	0	1.5	0	1	0	98	-10	1	4	-2
Cc1cc(C)c(C)c(OCC(=O)NCc2nc(-c3ccccc3)no2)c1	-15	0.76	26	0.7	15	105	-13	1.1	-49	-6
CCCCNC(=O)c1cc2c(-c3ccc(Cl)cc3)nn(C)c2s1	1	0.92	24	0.8	-1	101	6	1	8	-5
CCSc1nnc(NC(=O)CCNS(=O)(=O)c2cc(Br)cnc2N)s1	-2	0.95	1	1	2	101	-4	1	0	-3
Cn1[nH]c(C(F)(F)F)c(C=Nc2ccc(Cl)cc2)c1=O	-182	1.2	12	0.9	182*	99	-12	1.1	-3	-5
COc1ccc(NC(=O)CN(C)S(=O)(=O)c2ccccc2)cc1	-13	1.6	14	0.9	13	105	4	1	-2	-1
COc1cccc(OCCOc2ccccc2[N+](=O)[O-])c1	-33	.	.	.	33	125	-12	.	.	.
OCc1cn(-c2ccccc2)nc1-c1ccco1	-8	2.2	9	0.9	7	108	-15	0.7	2	31
CC(C)(C)NC(=O)C(c1ccncc1)N(C(=O)Cn1nnc(-c2cccs2)n1)C1CCCCC1 (stereo unspecified)	3	1	7	0.9	-3	104	4	1.1	-16	-6
Cc1ccc(/C=N/Nc2ncc(Cl)cc2Cl)s1	-6	1.9	5	1	6	125	-7	0.8	2	23
CCC(Sc1nc2ccccc2s1)C(=O)Nc1cc(C)on1 (stereo unspecified)	1	0.94	5	0.9	-1	100	5	1.1	4	-6
O=C1CN(C(=O)COC(=O)CCSc2ccccc2Cl)c2ccccc2N1	-9	1.2	10	0.9	9	101	7	1	3	-5
CN(C(=O)COC(=O)c1cn(-c2ccccc2)nc1-c1ccccc1)C1CCS(=O)(=O)C1 (stereo unspecified)	-7	1.4	12	0.9	7	112	-2	0.9	8	13
CC(C)CN(C(=O)CCc1ccccc1)c1c(N)n(CC(C)C)c(=O)[nH]c1=O	7	1	8	0.9	-7	102	10	1.1	11	-8
COc1ccc(CCNC(=O)CC(NC(=O)c2ccccc2Cl)c2ccccc2)cc1 (stereo unspecified)	-1	0.9	5	1	1	107	4	1.1	-4	-6
COc1ccc2c(c1)CCc1c(C(=O)N3CCc4ccccc4C3)noc1-2	-24	1.4	31	0.7	24	97	8	1	-46	-3
CCCCn1nc2cc(C(=O)NCCc3cccs3)ccc2c1OCC	-8	1.3	9	0.9	7	113	-2	1.1	12	-9
O=C(O)c1cc([N+](=O)[O-])c(NCCC2=CCCCC2)c([N+](=O)[O-])c1	-3	1.3	17	0.8	3	109	8	0.8	10	22

14 structures from above, sorted by length of the SMILES, rising.
SMILES	APP 5UTR inh	NF-kB neuron act	Diaph inh CS	Diaphorase act	APP 5'UTR act	STAT1 activator	TLR4-MyD88 BLA	FLuc act counter	G6PDH CS	FLuc inh counter
Cc1ccc(/C=N/Nc2ncc(Cl)cc2Cl)s1	-6	1.9	5	1	6	125	-7	0.8	2	23
CN(C)CCCNS(=O)(=O)c1cc(Cl)ccc1Cl	-23	1.1	10	0.9	23	101	4	1	2	-2
CCc1cccc(C)c1NC(=O)Nc1ccc2c(c1)OCO2	0	1.5	0	1	0	98	-10	1	4	-2
COc1cccc(OCCOc2ccccc2[N+](=O)[O-])c1	-33	.	.	.	33	125	-12	.	.	.
O=C(Cn1c(NCCO)nc2ccccc21)c1ccc(Cl)cc1	6	1.1	-6	1.1	-7	99	-5	1	-4	2
CCOC(=O)c1c(-c2ccccc2)[nH]c2ccc(O)cc12	-1	1.8	7	0.9	1	99	-5	1.1	8	-5
COc1ccc(C(=O)CSc2n[nH]c(-c3ccco3)n2)cc1	-6	1.1	20	0.8	5	100	8	1	2	-1
COc1ccc(NC(=O)CN(C)S(=O)(=O)c2ccccc2)cc1	-13	1.6	14	0.9	13	105	4	1	-2	-1
Cc1ccc(S(=O)(=O)N2CCCC2C(=O)Oc2ccccc2)cc1 (stereo unspecified)	-1	1.1	10	0.9	1	96	2	1	4	-5
O=C1CN(C(=O)COC(=O)CCSc2ccccc2Cl)c2ccccc2N1	-9	1.2	10	0.9	9	101	7	1	3	-5
CCOC(=O)c1ccccc1NC(=O)c1ccccc1N(C)S(C)(=O)=O	13	0.86	12	0.9	-13	95	1	1.1	13	-7
COc1ccc2c(c1)CCc1c(C(=O)N3CCc4ccccc4C3)noc1-2	-24	1.4	31	0.7	24	97	8	1	-46	-3
COc1ccc(CCNC(=O)CC(NC(=O)c2ccccc2Cl)c2ccccc2)cc1 (stereo unspecified)	-1	0.9	5	1	1	107	4	1.1	-4	-6
CN(C(=O)COC(=O)c1cn(-c2ccccc2)nc1-c1ccccc1)C1CCS(=O)(=O)C1 (stereo unspecified)	-7	1.4	12	0.9	7	112	-2	0.9	8	13
